Assay outcomes: PubChem, Emory University Molecular Libraries Screening Center
14-3-3g Raf = 14-3-3 gamma protein interaction modulation. P61981. FP, 14-3-3gamma / TMR-pS259-Raf peptide binding. inhibition, % at 40 µM. hit rate 0.19% among 160,000; in the data active means inhibition above about 30%;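 further: 0% = protein plus tracer without compound and 100% = blank with tracer alone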
Target sequence (P61981 whole entry, looked up): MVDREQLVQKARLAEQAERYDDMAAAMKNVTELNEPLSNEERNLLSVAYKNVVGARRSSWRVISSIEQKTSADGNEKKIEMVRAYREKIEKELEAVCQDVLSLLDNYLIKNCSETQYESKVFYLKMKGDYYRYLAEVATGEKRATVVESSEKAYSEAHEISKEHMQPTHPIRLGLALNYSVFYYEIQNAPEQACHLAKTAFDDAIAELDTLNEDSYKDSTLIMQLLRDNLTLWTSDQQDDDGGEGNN
An asterisk follows results filed as active; & = joins results of further samples. The list is partial; rates above refer to the full screens.

SMILES | 14-3-3g Raf
Cc1cc(NC(=O)CC2CCCC2)n(-c2nc3ccccc3[nH]2)n1 | 7
COc1ccc(OC)c(C2/C(=C(\O)c3ccc(Cl)cc3)C(=O)C(=O)N2Cc2cccnc2)c1 (stereo not drawn) | -6
COc1cc2c(cc1OC)C(c1ccsc1)CC(=O)N2 (stereo not drawn) | -14&-10
O=C1NCCc2c1[nH]c1ccc([N+](=O)[O-])cc21 | 9
CC1(C)CC(=O)C2=C(C1)Nc1nc(C(F)(F)F)nn1C2c1ccccc1F (stereo not drawn) | 3
Cc1cc(/N=C/C=C2\N(C)c3ccccc3C2(C)C)n(CCC#N)n1 | -11
O=C(COc1ccc(S(=O)(=O)N2CCCC2)cc1Cl)N1CCN(c2ccccc2)CC1 | -7
O=C1c2cccc([N+](=O)[O-])c2C(=O)N1C1C(=O)N(c2cccc(C(F)(F)F)c2)C1c1ccc(F)cc1 (stereo not drawn) | 1
CCCSc1nnc(Cn2c(=O)sc3ccccc32)n1-c1ccccc1 | 3
CCCCN1CC(COc2ccccc2)OC1=O (stereo not drawn) | 5

A different layout for part of the listing above:
molecule	14-3-3g Raf
O=C1NCCc2c1[nH]c1ccc([N+](=O)[O-])cc21	9
Cc1cc(/N=C/C=C2\N(C)c3ccccc3C2(C)C)n(CCC#N)n1	-11

Next section:
SMILES | 14-3-3g Raf
CCOC(=O)C1=C(C)Nc2nc(-c3cc(OC)cc(OC)c3)nn2C1c1ccc(OC)cc1 (stereo not drawn) | 4
O=C(O)CCC(=O)Nc1nc2nc(-c3ccccc3)cc(-c3ccccc3)n2n1 | 5
COc1ccc(-c2n[nH]c(C)c2-c2cnn(-c3ccccc3)c2)c(O)c1 | -2
O=C(NCc1ccccc1)C1CCN(c2nc3ccccc3o2)CC1 | -1
COc1cccc(C(=O)N2C(C(=O)O)CSC2c2ccccc2Cl)c1 (stereo not drawn) | 5
CC(C)c1nc2oc3c(NCc4ccccn4)ncnc3c2c2c1COC(C)(C)C2 | -6
COc1ccc(CCNC(=O)CSc2cc(=O)[nH]c(N)n2)cc1OC | -6
COc1ccc(NC(=O)CSc2nc3ccccc3nc2Cc2cccc([N+](=O)[O-])c2)cc1Cl | -9
O=C1CN(C(=O)c2cccs2)C(c2ccc(F)cc2)c2cc(F)ccc2N1 (stereo not drawn) | -8
COc1ccccc1NC(=O)CCC(=O)Nc1ccccc1OC | -2
CCc1nc2sc3c(c2c(=O)o1)CCCC3 | 0
CCc1ccc(N2C(=O)CN(Cc3ccccc3)C2=S)cc1 | 3
CC(C)CCNC(=O)CN1C(=O)CSc2ccc(S(=O)(=O)N3CCCCC3)cc21 | -4
O=C(CCS(=O)(=O)c1cc(Br)cc2c1N(C(=O)C1CC1)CC2)NCc1ccccc1Cl | -8
Cc1cc(C(F)(F)F)nc(NCc2ccco2)n1 | -5
CCOc1ccc(C2c3c(oc4ccccc4c3=O)C(=O)N2CCCN2CCOCC2)cc1 (stereo not drawn) | -4
COCCN1C(=O)C(=O)/C(=C(/O)c2ccc(OC(C)C)cc2)C1c1cccnc1 (stereo not drawn) | -1
CCOc1cc(-c2ccc(OCc3ccccc3)c(OC)c2)cc(=O)c2c(C)oc(C)c12 | -11
Cc1ccccc1-c1nnc(-c2ccc(-c3ccccc3)cc2)o1 | -7
CC1(C)Cc2cccc(OCC(=O)N3CCN(S(=O)(=O)c4ccccc4)CC3)c2O1 | 4
COc1ccc(C(=O)Nc2ccc(S(=O)(=O)N3CCC(C)CC3)cc2)cc1 | -54
CCOc1cc2[nH]c(=S)n(Cc3ccc(C(=O)N4CCN(C)CC4)cc3)c(=O)c2cc1OCC | -7
COc1cc2c(cc1OC)-c1nnnn1C(C)(C)C2 | -5
COc1ccc(CCN2CC(O)=C(c3nc4ccccc4s3)C2=N)cc1OC | -36
CCN(CC)C(=O)c1c[nH]c2ccc(S(=O)(=O)N(C)c3ccc(Br)cc3)cc2c1=O | -17
CC(C)(C)C(=O)CSc1nc2ccccc2[nH]1 | 4
CCOC(=O)COc1nc(C)c(Br)c(OC)n1 | 8
Cc1cc2cc(CN(Cc3ccc4c(c3)OCO4)C(=O)c3ccco3)c(=O)[nH]c2cc1C | -16
CCOC(=O)N1CCC(NC(=O)C2CCCCN2S(=O)(=O)c2ccc(F)cc2)CC1 (stereo not drawn) | 3
CCOC(=O)Cc1c(C)nc2cc(-c3ccc(C(C)(C)C)cc3)[nH]n2c1=O | -8

Reformatted: results already given.
smiles	14-3-3g Raf
COc1ccccc1NC(=O)CCC(=O)Nc1ccccc1OC	-2
CCc1nc2sc3c(c2c(=O)o1)CCCC3	0
CCc1ccc(N2C(=O)CN(Cc3ccccc3)C2=S)cc1	3
CC(C)CCNC(=O)CN1C(=O)CSc2ccc(S(=O)(=O)N3CCCCC3)cc21	-4
O=C(CCS(=O)(=O)c1cc(Br)cc2c1N(C(=O)C1CC1)CC2)NCc1ccccc1Cl	-8
Cc1cc(C(F)(F)F)nc(NCc2ccco2)n1	-5
CCOc1ccc(C2c3c(oc4ccccc4c3=O)C(=O)N2CCCN2CCOCC2)cc1 (stereo not drawn)	-4

Going on with the list.
SMILES | 14-3-3g Raf
Brc1ccc(OCCOCCN2CCOCC2)cc1 | 1
Nn1c(Cc2cccc3ccccc23)nnc1SCC(=O)NC1CCS(=O)(=O)C1 (stereo not drawn) | 3
Cc1nnc(SCc2cccc(Oc3ccccc3)c2)n1N | -3
Nc1ncnc(NCCc2ccccc2)c1[N+](=O)[O-] | -1
COc1ccc(C(=O)Oc2ccc3c(=O)c(Oc4cc(C)ccc4C)coc3c2)cc1OC | -10
CCn1cc(C(=O)Nc2ccc(OC)c(Cl)c2)c2cc(OC)c(OC)cc2c1=O | -9
COc1ccc2nc3oc(C(=O)Nc4cnc5ccccc5c4)cc3cc2c1 | -40
COc1ccc(Cl)cc1NC(=O)C(C)N(c1ccccc1)S(C)(=O)=O (stereo not drawn) | 0
Cc1ccc(NC(=O)CSc2nnc(-c3ccncc3)n2C)cc1C | 0
CCN(CC)c1ccc(C2Oc3nc(SC)nnc3-c3ccccc3N2C(C)=O)c(OC)c1 (stereo not drawn) | -1
COc1ccccc1C1CC(=O)NC(C)=C1C(=O)OCC1CCCO1 (stereo not drawn) | -1
COc1cc2nc(SCc3cccc([N+](=O)[O-])c3)n3nc(-c4ccccc4)nc3c2cc1OC | -9
Cc1ccc(Oc2ccccc2)c(NC(=O)c2ccccc2)c1 | 6
Cc1ccc2cc3cc(C(=O)Nc4cnc5ccccc5c4)sc3nc2c1 | -12
CS(=O)(=O)N(CC(=O)NCc1ccccn1)Cc1ccc(Cl)cc1 | -2
CCC(=O)N1CCc2cc(S(=O)(=O)N3CCc4ccccc4C3CN3C(=O)c4ccccc4C3=O)ccc21 (stereo not drawn) | -3
Cn1cc(C(c2ccc(O)c(Br)c2)c2cn(C)c3ccccc23)c2ccccc21 | -103
Cc1cccc(NC(=O)c2cc(N3CCOCC3)nc3ccccc23)c1 | -6
COc1cccc2cc(C(=O)Nc3nccs3)c(=Nc3cccc(C(F)(F)F)c3)oc12 | 2
Cc1cc(C)n(C(=O)C2C(C=C(Cl)C(F)(F)F)C2(C)C)n1 (stereo not drawn) | 7
Cc1cc(Cl)ccc1OCC(=O)OC(C)C(=O)N(C)C (stereo not drawn) | 2
COC(=O)CN1C(=O)C(O)(CC(=O)c2ccccc2O)c2ccccc21 (stereo not drawn) | -4
COc1cc(C=Cc2ccc(O)c(OC)c2)ccc1O | 0
O=C(CSCc1ccccc1Cl)N1CCN(c2ccc(Cl)cc2)CC1 | -7
O=S(=O)(N=C(Nc1ccccc1I)c1ccccc1)c1ccc(Br)cc1 | -8
Cc1nc2ccc3nc(NC(=O)c4ccccc4[N+](=O)[O-])sc3c2s1 | -5
COC(=O)c1c(NC(=O)CN2CCCC(C)C2)c2c(C)cccc2n1C (stereo not drawn) | 5
CC(C)(C)C1CCC(OC(=O)CN2CCCCC2)CC1 (stereo not drawn) | 3
CCN(Cc1ccccc1)C(c1cccs1)c1nnnn1C1CCCCC1 (stereo not drawn) | -1
Cc1nc(N)nc2c1CC(CBr)O2 (stereo not drawn) | 1
Cc1ccc(C(=O)C2C(c3ccccc3I)C(C#N)(C#N)C3C=Cc4ccccc4N23)cc1 (stereo not drawn) | -164
CCNC(=O)c1cc2c(=O)n3cccc(C)c3nc2n(C(C)C)c1=N | -5
CCCCCOc1ccc(NC2=C(N3CCCC3)C(=O)c3ccccc3C2=O)cc1 | -22
Cc1ccc(N2C(=O)c3ccc(C(=O)N4CCOCC4)cc3C2=O)cc1C | -8
COc1ccc(NS(=O)(=O)c2ccc(C)cc2)cc1[N+](=O)[O-] | -2
Cc1ccc(NC(=O)C(c2ccccc2)c2ccccc2)cc1 | 3
COc1ccc(S(=O)(=O)N2CCCC(C(=O)NCc3ccccn3)C2)cc1 (stereo not drawn) | 7
COc1ccc(OCC(O)Cn2c(=N)n(Cc3ccccc3)c3ccccc32)cc1 (stereo not drawn) | -2&-2
O=C(CN(C(=O)CNS(=O)(=O)c1ccccc1)c1ccc2c(c1)OCCO2)NCc1ccco1 | -1
Cc1ccc(-c2cc(C(=O)Nc3ccccc3C(N)=O)c3ccccc3n2)o1 | -20
CCOC(=O)C(C)Sc1ncnc2sc3c(c12)CCC(C)C3 (stereo not drawn) | -8
COc1ccccc1NC(=O)c1c(NC(=O)c2ccccc2)sc2c1CCCCC2 | -79
C=CCOC(=O)C1=C(C)Nc2ncnn2C1c1cc(OC)ccc1OC (stereo not drawn) | -2
CCCOC(=O)C1=C(C)NC2=C(C(=O)CC(c3ccc(OC)c(OC)c3)C2)C1c1ccccc1Cl (stereo not drawn) | 0
COc1cc(OC)c(NC(=O)c2sc3ncnc(N4CCN(c5ccccc5OC)CC4)c3c2C)cc1Cl | -26
CSc1ncccc1C(=O)OCC(=O)NC(=O)NCCC(C)C | -2
CC1CC(=O)N(c2ccc(NCc3cccs3)c([N+](=O)[O-])c2)C1=O (stereo not drawn) | 0
CCOC(=O)c1cc2c(=O)n3ccccc3nc2n(C(C)C)c1=NC(=O)c1ccc(F)cc1 | -15
O=C(c1ccccc1F)N(Cc1ccccc1)C1CCS(=O)(=O)C1 (stereo not drawn) | -4
Cc1cc(=O)oc(C)c1C(=O)NCc1ccc(F)cc1 | -4
The list goes on.
SMILES | 14-3-3g Raf
COc1ccc(CNC(=O)CCc2nc3ccccc3n(Cc3ccc(C)cc3)c2=O)cc1 | -37
CCCN(CCC)C(=O)COc1cc(=O)n(CC)c2ccccc12 | 2
O=C1CSc2ccccc2N1Cc1ccc(F)cc1 | 4&1
COc1ccc(-c2nnc(SCc3nnc(-c4ccccc4)o3)n2C)cc1OC | 0
CCNC(=O)C1CC(=O)N(Cc2ccc(F)cc2)C(=Nc2ccc(OC)cc2)S1 (stereo not drawn) | 0&-8
CCc1ccc(C2Nc3ccc4ncccc4c3C3=C2C(=O)CC(C)(C)C3)cc1 (stereo not drawn) | 0
CCOc1ccc(/C(O)=C2\C(=O)C(=O)N(c3ccccn3)C2c2ccc(Br)cc2)c(C)c1 (stereo not drawn) | -16
COc1ccc(-c2cc(C(=O)NCc3cccnc3)no2)cc1 | -1
COc1ccc(NC(=O)C2CCN(C(=O)c3ccccc3)CC2)c(OC)c1 | 3
O=C(O)c1cccc(NC(=O)c2ccc(N3C(=O)c4ccc([N+](=O)[O-])cc4C3=O)cc2)c1 | -10
CC(C)(C)C(=O)Cn1c(=O)n(Cc2ccco2)c(=O)c2ccc(Cl)cc21 | -2
CCc1ccc(-c2nc(-c3ccncc3)no2)cc1 | 4&2
O=[N+]([O-])c1ccc(NCCNS(=O)(=O)c2ccccc2)c(C(F)(F)F)c1 | -3
CCCn1c(=O)c2ccccc2n2c(SCCOc3ccc(Cl)cc3)nnc12 | 0
CCOc1ccc(C2C(C(=O)OCCOC)=C(C)NC3=C2C(=O)CC(C)(C)C3)cc1 (stereo not drawn) | 0
Clc1ccccc1CSc1nc(NCc2ccco2)c2ccccc2n1 | -10
O=C(Nc1ccccc1Cl)c1cc(S(=O)(=O)NC2CCCCCC2)ccc1F | -11
COCCN1C(=O)c2ccccc2C(C(=O)Nc2ccccn2)C1c1c[nH]c2ccccc12 (stereo not drawn) | -1
CC1CCCC(C)N1C(=O)CSc1nc2ncnc(N)c2[nH]1 (stereo not drawn) | -6
CCCCOC(=O)c1c(C)oc2c1cc(NS(=O)(=O)c1ccc(Cl)cc1)c1ccccc12 | -14
Cc1cc2cc(CNC(=O)Cc3ccc([N+](=O)[O-])cc3)ccc2[nH]1 | 0
CCOc1cc(C2C(C#N)=C(N)SC(N)=C2C#N)ccc1OCCN1CCOCC1 | -41
C=CCn1c(SCC(=O)NCc2ccc3c(c2)OCO3)nc2sc3c(c2c1=O)CCC3 | -5
CCOC(=O)c1c(NC(=O)c2cc3ccccc3c(=O)o2)sc2c1CCCC2 | -10
CCOC(=O)c1csc(NC(=O)c2cccc(C(F)(F)F)c2)n1 | -3
CCN(CC)c1ccc(NC(=O)CCS(=O)(=O)c2cccc3nonc23)c(C)c1 | -5
CCOc1ccc(OCC)c(S(=O)(=O)NCc2ccc3c(c2)OCO3)c1 | -7
